FUS yeast rescue – suppressors of FUS proteinopathy in yeast. S. cerevisiae FUS-expressing, growth rescue, OD600, 24 h. Potency, µM (titrated, usually from 76.6 µM), inactives show at the highest dose growth rescue (activation), usual class: activators. hit rate 0.24% among 390,000. AID 1347120;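 further: plate controls were DMSO vehicle for no effect and reference control for full effect; nearly all actives have a fitted effect of over 55% in size; some results filed as inactive show a strong effect at the top dose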
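Yeast FUS proteinopathy model; galactose-induced FUS (2%), starting OD 0.005. Cpds in dilution series, 24hr, 30C, 99% humidity. Abs 600 nm growth. Pos ctrl CP55940 (top 92uM final); neg ctrl DMSO.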
TDP-43 yeast inh – inhibitors of TDP-43 toxicity in yeast. TDP-43 expressing yeast growth rescue, BacTiter-Glo, 24 h. Potency, µM (top dose mostly 46.1 µM), for inactives: top-dose growth rescue (activation), usual class: activators. hit rate 1.8% among 410,000. AID 652104; further: % of control where 0% means no effect; nearly all actives have a fitted effect of over 50% in size
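Galactose-induced TDP-43 yeast, OD600=0.02, compound pinned; 24 hr, 30 deg C; BacTiter-Glo luminescence for growth. Inhibitors of TDP-43 toxicity read as activators.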
EPAC2 antag – blocks human EPAC2 exchange factor; Q8WZA2; hit rate 0.18% among 360,000; EPAC2 GEF exchange of Rap1B-BODIPY-GDP, fluorescence; Potency, µM (top dose mostly 114 µM), for the others: top-dose activity, negative = inhibition, most hits filed as inhibitors; further: on the % scale 0 is the no-effect control and ±100 the full control effect; nearly all actives have a fitted effect of over 45% in size; many of its hits are not listed in these tables
EPAC1 antagonist – EPAC1 (human) antagonism; O95398; EPAC1 GEF assay, Rap1b-BODIPY-GDP exchange fluorescence; Potency, µM (top dose mostly 115 µM), for the others: at the highest dose activity change, negative = inhibition, most hits filed as inhibitors; hit rate 0.14% among 360,000;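 further: plate controls were vehicle for no effect and positive control for full effect; nearly all actives have a fitted effect of over 50% in size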
EPAC2 ag – activates human EPAC2 exchange factor | Q8WZA2 | EPAC2 activation, biochemical qHTS; response scale: 100% = 6.5 mM cAMP response | Potency, µM (titrated, usually from 154 µM), for inactives: at the highest dose activation, most hits filed as activators | hit rate 0.079% among 360,000 | AID 720711; further: nearly all actives have a fitted effect of over 50% in size
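Exchange assay: 100 nM EPAC2 with 250 nM Rap1B-BODIPY-GDP and 50 uM GDP. Fluorescence (ex 480/em 540 nm) read every 5 min for 30 min at room temperature. Data normalized to 6.5 mM cAMP as agonist control.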
PTHR1 agonist – agonists of human PTHR1 parathyroid hormone receptor. HEK293 GP2 PTHR1 cells, GloSensor cAMP luminescence, 1 h. Potency, µM (doses to about 115 µM), for inactives: top-dose activation, most hits filed as activators. hit rate 0.075% among 410,000. AID 743266; further: nearly all actives have a fitted effect of over 55% in size; some results filed as inactive show a strong effect at the top dose; inactives centre near -15; many of its hits are not listed in these tables
Target sequence (Q03431 whole entry, looked up): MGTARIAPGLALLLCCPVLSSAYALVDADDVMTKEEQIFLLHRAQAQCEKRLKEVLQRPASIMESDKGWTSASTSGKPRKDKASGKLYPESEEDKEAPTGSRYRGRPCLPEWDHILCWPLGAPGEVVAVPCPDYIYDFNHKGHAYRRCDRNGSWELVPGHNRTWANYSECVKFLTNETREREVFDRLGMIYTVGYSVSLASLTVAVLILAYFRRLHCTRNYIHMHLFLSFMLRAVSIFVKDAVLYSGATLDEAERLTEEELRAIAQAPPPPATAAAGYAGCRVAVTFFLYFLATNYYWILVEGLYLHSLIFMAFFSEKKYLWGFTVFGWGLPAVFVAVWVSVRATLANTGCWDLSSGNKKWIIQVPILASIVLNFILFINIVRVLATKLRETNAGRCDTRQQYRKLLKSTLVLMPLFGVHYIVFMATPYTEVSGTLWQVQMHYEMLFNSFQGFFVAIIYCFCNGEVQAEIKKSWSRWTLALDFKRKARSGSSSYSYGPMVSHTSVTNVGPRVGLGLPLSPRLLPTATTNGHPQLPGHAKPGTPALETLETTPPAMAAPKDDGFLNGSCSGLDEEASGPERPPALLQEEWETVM
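HEK-293-derived GP2 cells expressing PTHR1 and a GloSensor cAMP reporter, 3,000/well, plated overnight, given luciferin plus IBMX (each 0.5 mM as added) for 1 h at 37 °C, then compound for 1 h at 37 °C. Luminescence was read after 15 min at room temperature.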
EPAC1 ag – agonists of human EPAC1 | AID 720707 | Potency, µM (top dose mostly 154 µM), inactives show top-dose activation, most hits filed as activators | O95398 | EPAC1 agonist qHTS, biochemical assay; response scale: 100% = response to 6.5 mM cAMP | hit rate 0.073% among 360,000; further: nearly all actives have a fitted effect of over 60% in size
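Multi-concentration qHTS readout: loss of Rap1B-bound BODIPY-GDP fluorescence driven by 100 nM EPAC1 with excess GDP (50 uM), monitored kinetically at room temperature; agonist response expressed relative to 6.5 mM cAMP.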
aSyn yeast inh – alpha-synuclein toxicity inhibition in yeast; hit rate 0.14% among 370,000; Potency, µM (top dose mostly 46.1 µM), without a hit: top-dose growth rescue (activation), hits mostly activators; AID 652106; Yeast expressing alpha-synuclein, growth rescue, BacTiter-Glo, 24 h; further: % of control where 0% means no effect; nearly all actives have a fitted effect of over 65% in size
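Readout is rescue of growth in alpha-synuclein-expressing yeast, so inhibitors of toxicity appear as activators. Growth after 24 hr at 30 deg C in galactose medium is quantified by luminescence.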
* = called active by the depositor; i = inactive; ? = inconclusive; / = no result given; & = joins results of further samples; [ ] = another dose, or the depositor's remark. The call rests on the fitted dose curve; in most records, active means well fitted curve in the direction sought with a large enough effect; inconclusive means small, poorly fitted or top-dose-only effect, or another doubt; inactive means no such curve, though single readings can be large; an effect the other way counts as inactive or inconclusive. Potency means the concentration at half of the fitted maximal effect. The list is partial. The share of hits here may be higher or lower than overall.

SMILES	FUS yeast rescue	TDP-43 yeast inh	EPAC2 antag	EPAC1 antagonist	EPAC2 ag	PTHR1 agonist	EPAC1 ag	aSyn yeast inh
O=C(Nc1ccc(F)cc1)c1ccc2c(=O)n3c(nc2c1)CCCCC3	-15%&-1%	6%	7%	-22%	7%	-21%&-77%	12%	28%
C=CCN1C(=O)CSC1=Nc1ccc(C(=O)O)cc1	29%	?	9%	-5%	5%	i	-5%	3%
O=C(O)c1ccc(N/N=C/c2ccc3ncccc3c2)cc1	23%	4%	-5%	0%	1%	-24%	3%	-1%
Cc1cc(C)c(NC(=O)CSc2nnc(CNC(=O)c3c(F)cccc3Cl)o2)c(C)c1	-7%	7%	3%	6%	5%	i	10%	1%
N#CC1=C2SCN(c3ccccc3)CN2C(=O)CC1c1c(Cl)cccc1Cl (configuration not stated)	35%	29%	8%	-16%	14%	-25%	-25%	-16%&-2%
COc1cc2c(-c3ccc4c(c3)OCO4)c(-c3ccsc3)oc(=O)c2cc1OC	11%	22%	?	-12%	13%	-20%	0%	9%
COc1ccc(C(=O)CC(=O)C(=O)NCCc2cccc(C)c2)cc1	35%	-18%	0%	?	-10%	i	4%	6%
Cc1ccc(C(=O)c2c3ccccc3[n+]([O-])n2CCO)cc1	-13%	5%	-27%	-1%	-1%	-14%	-21%	-1%
CCc1ccc(N2CC(C(=O)OCc3nc4ccsc4c(=O)[nH]3)CC2=O)cc1 (configuration not stated)	43%	-7%	-4%	15%	9%	7%	0%	-4%
CC(=O)c1c2c3c(cccc3n(C)c1=O)C(=O)c1ccccc1-2	-19%	15%	9%	-2%	5%	-24%	3%	-4%
CCN(C(=O)COC(=O)C1CCN(S(=O)(=O)c2ccc3c(c2)OCCO3)CC1)C1CCCCC1	?	15%	1%	-5%	10%	-22%	-8%	0%
COc1ccccc1C(=O)N1CCN=C1c1ccccc1	8%	12%	13%	6%	6%	i	-5%	-1%
Cn1c(CN2CCCCC2)nc2cc(NC(=O)c3cccc(Br)c3)ccc21	-7%&28%	5%&-21%	5%	-2%	4%	-25%&-59%	0%	-9%
Cn1c(=O)n(CC(=O)NCC2CCCO2)c(=O)c2c3c(sc21)CCCC3 (configuration not stated)	16%	-11%	1%	19%	-5%	i	-7%	?
CCCCCCCCC(=O)NNC(=O)c1c(O)c2ccccc2n(CC)c1=O	-3%	-52%[inhibitor]	4%	-10%	-18%	-24%	-9%	1%
Cc1cc(NS(=O)(=O)c2ccc(NC(=O)NC3CCCCC3)cc2)no1	-51%[inhibitor]	-5%	-3%	-16%	-9%	i	6%	2%
COc1ccc(NC(=O)N(C)C[C@@H]2Oc3c(NC(=O)Nc4c(C)noc4C)cccc3C(=O)N([C@@H](C)CO)C[C@@H]2C)cc1	27%	12%	-9%	-23%	-7%	-2%	-11%	0%
CS(=O)(=O)N(CC(=O)Nc1ccc(S(=O)(=O)N2CCCC2)cc1)c1ccccc1F	24%	13%	0%	26%	4%	i	7%	1%
COc1ccc(S(=O)(=O)CCC(=O)NCCc2ccc(Cl)cc2)cc1	38%	-7%	-10%	-10%	6%	i	-3%	2%
CCCc1n(CC(O)COCc2ccccc2)c2ccccc2[n+]1C (configuration not stated)	5%	-3%[0.397 µM]	-3%	3%	5%	i	2%	-6%
COc1ccccc1-c1nc(C#N)c(N2CCc3ccccc3C2)o1	31%	21%	2%	-13%	-1%	-14%[57.5 µM]	5%	6%
O=C(Nc1cccc(Cl)c1)c1csc(-c2ccccc2)n1	6%	4%	-3%	-5%	9%	-11%	10%	-9%
O=C(/C=C/c1cccs1)NCc1ccccc1	11%	?	3%	-1%	3%	-9%	0%	16%
CCCc1nnc(NC(=O)Cn2cnc3ccccc3c2=O)s1	-5%	0%	-1%	-10%	11%	-16%[57.5 µM]	11%	-5%
CCOC(=O)C1=C(C)N=c2s/c(=C\c3ccc(OCC(=O)O)cc3)c(=O)n2C1c1ccccc1 (configuration not stated)	?	-3%	21%	?	-10%	-8%	-12%	0%
Cn1c(SCC(=O)NC(=O)Cc2ccccc2)nnc1-c1ccc(F)cc1	7%	-9%	3%	2%	4%	i	6%	2%
NC(=S)Nc1ccc(F)c(F)c1F	-8%	10%	-5%	-7%	11%	i	0%	-6%
Cn1c(=O)n(C)c2cc(NC(=O)c3ccccc3)ccc21	-3%	-5%	-1%	2%	2%	i	-2%	-3%
O=C(NCC1CCCO1)c1ccc(COc2ccccc2Br)cc1 (configuration not stated)	36%	13µM*	0%	-16%	2%	i	-4%	-9%
Cc1noc(C)c1C(=O)Nc1ccc(-c2nnc3n2CCCCC3)cc1	/	-18%	15%	9%	-6%	i	9%	-1%
COc1ccc(CNC(=O)c2ccc(S(=O)(=O)NCc3ccco3)cc2)cc1	-24%	4%	-4%	1%	5%	0%	4%	7%
COCCCNC(=O)Cc1c(C)c2c(cc(C)c3c(C)c(C)oc32)oc1=O	-1%	-1%	11%	2%	-5%	i	-6%	0%
COCCNC(=O)C(c1ccc(F)cc1)N(CC1CCCO1)C(=O)CCC(=O)Nc1ccccn1 (configuration not stated)	/	0%	8%	-3%	1%	i	1%	-5%
Cc1onc(-c2ccccc2)c1C(=O)Nc1nnc(COc2ccc(Cl)cc2)s1	-1%	?	-11%	-22%	7%	-21%	13%	-35%[inhibitor]
O=C(COC(=O)c1ccc(F)c(S(=O)(=O)N2CCOCC2)c1)NCCc1ccccc1	0%	10%	-17%	-19%	-2%	i	-8%	-3%
CCOC(=O)N1CCN(C(=O)C2CCN(c3nnc(-n4cccc4)s3)CC2)CC1	16%	?	3%	-7%	6%	i	5%	0%
Cc1ccc(NC(=O)C2=C(O)CCn3c2nc2ccccc23)cc1	2%	12%	2%	1%	2%	-10%[57.5 µM]	2%	-12%
Cc1cccc(C)c1-n1nnnc1C1c2ccccc2C(=O)N1CCCN1CCOCC1 (configuration not stated)	2%	21%	6%	-8%	12%	i	0%	-1%
Cn1c(SCC(=O)NCc2ccccc2)nnc1C1CC1	21%	-1%	-5%	-11%	3%	?	6%	-7%
Cn1cccc1/C=N/n1c(-c2ccco2)n[nH]c1=S	9%	17%	1%	-2%	9%	-18%	9%	2%

Results in EPAC1 antagonist (2 entries from above):
Structure | EPAC1 antagonist
CCOC(=O)N1CCN(C(=O)C2CCN(c3nnc(-n4cccc4)s3)CC2)CC1 | -7%
O=C(/C=C/c1cccs1)NCc1ccccc1 | -1%

More records
SMILES	FUS yeast rescue	TDP-43 yeast inh	EPAC2 antag	EPAC1 antagonist	EPAC2 ag	PTHR1 agonist	EPAC1 ag	aSyn yeast inh
CCOC(=O)C1(CCc2ccccc2)CCN(C(=O)C2=C(C)OCCO2)CC1	15%	-26%	1%	6%	20%	-3%	10%	11%
CC1(C)CC(=O)C=C(NNC(=O)c2cccnc2)C1	-7%	1%	-1%	11%	11%	i	7%	0%
CC1(C)C(=Cc2ccccc2)C(=O)c2ccccc21	-15%	17%	?	-10%	19%	-40%[inhibitor]	12%	-3%
O=C(Nc1ccc2c(c1)OCO2)C1CCCCN1S(=O)(=O)c1ccc(F)cc1 (configuration not stated)	27%	?	-2%	-9%	12%	-24%	8%	-2%
Cc1cc(C(=O)Nc2ccc(S(=O)(=O)Nc3onc(C)c3C)cc2)cs1	7%	-8%	7%	4%	1%	i	8%	16%
O=C(COc1ccc(Cl)cc1)OCC(=O)N1CCOCC1	-11%	-5%	2%	12%	2%	-18%	12%	1%[1.84 µM]
CN(CCC1CCCCO1)C(=O)c1cc(COc2ccc(F)cc2F)on1 (configuration not stated)	/	10%	-7%	-28%	-1%	-18%	-5%	-2%
Cc1[nH]c(=O)[nH]c(=O)c1/C=N/NC(=O)CCNC(=O)OC(C)(C)C	-11%	6%	2%	-28%	4%	i	0%	3%
COc1ccc2cc(C(c3nnnn3C(C)(C)C)N3CCSCC3)c(=O)[nH]c2c1 (configuration not stated)	24%	-19%	-7%	-1%	4%	-16%[57.5 µM]	11%	11%
Cc1c(-c2ccc(F)cc2)nc(N)c(C#N)c1-c1cccs1	7%	?	-6%	4%	2%	-35%[inhibitor]	-4%	1%
COc1ccccc1NC(=O)C[n+]1ccccc1C	-11%	9%	4%	5%	3%	i	-1%	-7%
Cc1cc(=O)[nH]c(/N=C(\N)Nc2ccc3c(c2)OCCO3)n1	17%	-5%	2%	6%	11%	i	7%	3%
CC(C)OC(=O)N(C)C[C@H]1OCc2cnnn2CCCC(=O)N([C@@H](C)CO)C[C@H]1C	-22%	5%	0%	8%	14%	-33%[inhibitor]	5%	0%
COc1cc(CCCN2CCNC[C@@H]2CC2CCCCC2)cc(OC)c1OC	-17%	10%	7%	-25%	9%	i	-11%	6%
CCOc1ccc(S(=O)(=O)Nc2ccc(C(=O)N3CCCC3)cc2)cc1C(N)=O	-35%	5%	9%	-4%	-1%	-25%	-10%	-9%
O=C(NCCOc1ccccc1)C1Nc2ccc(C(F)(F)F)cc2C2c3ccccc3CC12 (configuration not stated)	-5%	5%	-21%	-25%	4%	-42%[inhibitor]	-9%	-2%
N/C(=N\OC(=O)/C=C/c1ccccc1Cl)c1ccccn1	2%	?	8%	6%	8%	0%	-2%	-10%
CCOc1cc(CNC(=O)CN2CCSc3ccccc32)cc(OCC)c1OCC	0%	21%	/	/	/	i	/	-12%
N=c1c(S(=O)(=O)c2ccc(F)cc2)cc2c(=O)n3ccccc3nc2n1CC1CCCO1 (configuration not stated)	-3%	7%	-7%	11%	-29%	i	-2%	0%
OCC[C@@H]1C[C@H](O)[C@@H](O)[C@]2(CCCCO2)O1	-29%	14%	-5%	2%	4%	-18%	3%	-3%
CCCCn1cnc2c(SCc3ccc([N+](=O)[O-])cc3)nc(N)nc21	/	-1%	-2%	4%	3%	i	-10%	-1%
Cc1cc(C)c(S(=O)(=O)N2CCC(C(=O)NCc3ccco3)CC2)c(C)c1	-1%	-6%	15%	6%	7%	10%	-2%	/

Screening data from PubChem BioAssay.
